12-LOX inh: Primary qHTS assay for inhibitors of human arachidonate 12S-lipoxygenase (ALOX12): Round 2. Polyunsaturated fatty acid lipoxygenase ALOX12 (Homo sapiens), P18054. Potency, µM (top dose mostly 108 µM), inactives show top-dose activity change, negative = inhibition, hits mostly inhibitors. 580,000 tested, 1.1% active. purified 12hLO, xylenol orange hydroperoxide absorbance; active = well fitted inhibition curve with a large enough effect; inconclusive = small, poorly fitted or top-dose-only effect, or another doubt; inactive = no such curve, though single readings can be large or run the other way
Target sequence (P18054 whole entry, looked up): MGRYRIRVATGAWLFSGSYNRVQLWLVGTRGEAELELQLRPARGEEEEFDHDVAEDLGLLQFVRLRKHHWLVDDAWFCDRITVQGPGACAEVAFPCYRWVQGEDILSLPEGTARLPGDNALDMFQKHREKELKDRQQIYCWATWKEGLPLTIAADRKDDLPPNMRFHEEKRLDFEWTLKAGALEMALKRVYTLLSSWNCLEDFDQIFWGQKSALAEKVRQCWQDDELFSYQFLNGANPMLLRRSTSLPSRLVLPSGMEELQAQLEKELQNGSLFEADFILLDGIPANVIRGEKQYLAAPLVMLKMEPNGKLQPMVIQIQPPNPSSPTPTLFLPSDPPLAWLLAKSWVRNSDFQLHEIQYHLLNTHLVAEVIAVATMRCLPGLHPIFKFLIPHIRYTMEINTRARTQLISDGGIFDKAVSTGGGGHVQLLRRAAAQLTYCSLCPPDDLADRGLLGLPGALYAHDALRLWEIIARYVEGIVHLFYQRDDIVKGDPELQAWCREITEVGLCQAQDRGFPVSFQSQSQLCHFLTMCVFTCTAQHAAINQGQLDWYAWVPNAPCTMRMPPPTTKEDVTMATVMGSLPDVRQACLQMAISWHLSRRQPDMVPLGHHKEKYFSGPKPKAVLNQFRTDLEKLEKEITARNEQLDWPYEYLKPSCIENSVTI
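Purified human 12hLO at 150 nM in 25 mM Hepes, 0.01% Triton X-100, pH 7.0, preincubated 15 min at room temperature with compound. Reaction started with 40 uM arachidonic acid, 30 min at room temperature. Hydroperoxide measured by Fe-xylenol orange, 573/405 nm absorbance ratio.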
Active calls of the source: *; ? = inconclusive; [ ] = another dose, or the depositor's remark. % is set by controls: 0 for no effect and ±100 for the full control effect; potency is the fitted concentration of half-maximal effect. This is a subset; rates above refer to the full screens.

The first 3 compounds (preview)
Compound	12-LOX inh
CC1=NOC2(CCN(C(=O)c3ccc(C)cc3)C2)C1 (configuration not stated)	23%[176 µM]
Cc1ncc2c(c1CNC(=O)c1cccc(-c3ncc[nH]3)c1)CCNC2	?
COCC(=O)Nc1ccc(-c2noc([C@@H]3CCCN3C(C)C)n2)cn1	25%[176 µM]

Main list, previewed entries included:
Compound	12-LOX inh
CC1=NOC2(CCN(C(=O)c3ccc(C)cc3)C2)C1 (configuration not stated)	23%[176 µM]
Cc1ncc2c(c1CNC(=O)c1cccc(-c3ncc[nH]3)c1)CCNC2	?
COCC(=O)Nc1ccc(-c2noc([C@@H]3CCCN3C(C)C)n2)cn1	25%[176 µM]
O=C(Cc1c[nH]c2ccccc12)Nc1ccc(Nc2cccnc2)c(-c2ccc(Cl)c(Cl)c2)c1	-3%
CC(C)n1cnnc1CC1CCCN(S(=O)(=O)c2ccc3c(c2)C(C)(C)C(=O)N3)C1 (configuration not stated)	18%
O=C1N[C@@H]2CCN(C(=O)c3cccs3)[C@@H]2C(=O)N1c1ccc(Oc2ccccc2)cc1	9%[176 µM]
COC1CCN(C(=O)Cc2c[nH]c3ncc(-c4cccnc4)cc23)CC1	47%[activator][176 µM]
COc1cc(CN2C[C@@H]3C(=O)N(Cc4ccc5c(c4)OCO5)C(=O)[C@@H]3C2)cc(OC)c1	9%

Compound	12-LOX inh
COc1ccc(C(=O)N[C@@H]2CN(S(C)(=O)=O)C[C@H]2CN(C)C)c(C)c1	11%
O=C(c1nc(-c2ccccc2)c2ccccn12)N1CCN(c2ncccn2)CC1	30%[activator]
Cc1ccccc1N(C)C1CN(Cc2cccs2)C1	46%[176 µM]
Oc1ccccc1CNC1(Cc2cc(-c3ccc(F)cc3)on2)COC1	?
COCCC1(NC(=O)C2CCOCC2)CCN(C(=O)C2CCCCC2)CC1	38%
CN(Cc1cccn1C)C(=O)C1CC1	43%[activator][176 µM]
COc1ccc(CCCNc2cc(C3CC(O)C3)ncn2)cc1 (configuration not stated)	40%[activator]
CN(Cc1ccc(-c2ccccc2)cc1)C(=O)Cc1ccccn1	25%[176 µM]

Compound	12-LOX inh
CC(=O)N[C@@H]1CNC[C@H]1CO	-6%
CN(Cc1ncc[nH]1)c1ccc(-c2nc(CCCc3ccccc3)no2)cn1	126%[activator]
COc1cccc(C(=O)N2CCC(C(NC(=O)c3cccc(C)c3)C(=O)N3CCCC3)CC2)c1 (configuration not stated)	25%
Cc1ccc(-c2cc3c(=O)n(CCNC(=O)c4ccc5cc[nH]c5c4)ccn3n2)cc1C	-15%
COCCn1ncc(N2CCCC(CC(=O)NCc3cc(F)cc(F)c3)C2)cc1=O (configuration not stated)	-1%
C[C@H](C(=O)N1CCCC1)C1CC[C@@]2(C)Cc3sc(NC(=O)C4CC4)nc3[C@@H](C)[C@@H]2[C@H]1O (some centres not stated)	-1%
CCC1CCCCN1CCNC(=O)CCc1cc2ccccc2[nH]c1=O (configuration not stated)	2%
CC(O)(COc1ccccc1)c1ccc2c(c1)CN(Cc1cccn1-c1ccccn1)CCO2 (configuration not stated)	-4%

Compound	12-LOX inh
COc1cccc(CC(=O)N2CCC(Oc3ncccc3C(=O)N(C)C)C2)c1 (configuration not stated)	-11%
COc1cccc(CN2CCC3(CC2)OC(=O)N(Cc2ccccc2)C3(C)c2ccccc2)c1 (configuration not stated)	-16%
Cc1ccc(CN2CCC3(CC2)CC(=O)N(c2ccccc2)c2ccccc2O3)cc1	?
COCc1noc([C@@H]2CC(F)(F)CN2C(=O)Cc2ccc(F)cc2)n1	51%[activator]
COCCc1noc(-c2ccccc2OC2CN(C(=O)CCn3nc(C)cc3C)C2)n1	29%
Cc1ccc([S+](=O)([O-])N2CCC3(CC2)CC(=O)N(c2ccccc2)c2ccccc2O3)cc1	0%
CN(C)C(=O)c1cc(CNCc2ccc(C(F)(F)F)cc2)cc(NC(=O)c2ccccn2)c1	1%
O=C(Nc1cc(F)ccc1F)N1CCCC(Cn2c(C3CC3)nc3cccnc32)C1 (configuration not stated)	2%

Compound	12-LOX inh
C=CCN(Cc1cccc(OC)c1)C(=O)CCc1cccc(F)c1	-6%
O=C(NCc1ccccc1)[C@@H]1CCCN1C(=O)[C@H]1CCCN1C(=O)c1ccc(F)c(F)c1	-13%
COc1ccc(C(=O)N2CCC3(CC2)CC2C(=O)NCCN2C3)c(OC)c1 (configuration not stated)	79%[activator]
COC(=O)[C@@H]1Cc2ncn(C)c2CN1C(=O)c1ccc(C#N)cc1	8%[176 µM]
O=C1CCN(C(=O)C2CCN(C(=O)c3ccncc3)CC2)CCCCCCN1	32%[activator]
C=CCn1c(-c2ccc(F)cc2)cn2cc(C(=O)N(C)CCO)nc2c1=O	-17%
CCn1ccc(C(=O)NCC2Cn3cccc3C(=O)N2CC(C)C)n1 (configuration not stated)	40%[activator]
COc1cc(-c2[nH]ncc2CN(CCO)Cc2cccs2)cc(OC)c1OC	49%[activator]

Compound	12-LOX inh
O=S(=O)(c1ccccc1)N1[C@@H]2CC[C@@H](C2)[C@H]1c1nc2c(OCC3CCOCC3)cccc2[nH]1	25%
Cc1nc(CC(=O)N2CC[C@@H](NC(=O)c3cnccn3)[C@H](O)C2)cs1	36%
O[C@@H]1CC(CNC2CCC2)(COc2ccc(C(F)(F)F)cn2)C[C@@H]1O (some centres not stated)	1%[176 µM]
O=C(O)[C@H](Cn1ccc(=O)[nH]c1=O)NCc1ncc[nH]1	99%[activator][176 µM]
CN(CCc1ccccn1)[C@H]1[C@@H]2OC[C@@H](O2)[C@@H](NC(=O)Nc2cccc(C(F)(F)F)c2)[C@@H]1O	75%[activator]
CCn1c(=O)c2c(cc(C)n2C)n(CC(=O)Nc2c(C)cccc2C)c1=O	56%[activator]
O=[S+]([O-])(c1cccc(C(F)(F)F)c1)N1CCC2(CC(c3cccc(C(F)(F)F)c3)=NO2)C1 (configuration not stated)	1%[6.33 µM]
COc1ccc(C(=O)NCC2Cn3cccc3C(=O)N2C)cc1 (configuration not stated)	22%

Compound	12-LOX inh
COC(=O)C1=C(C)N=C2SC=C(CC(=O)NC3CCCCC3)N2C1c1cccc(OC)c1 (configuration not stated)	44%[activator]
O=C(NCCc1csc(-c2ccncc2)n1)C1CNCCO1 (configuration not stated)	2%
Cc1ccc(NC(=O)[C@@H](Cc2ccccc2)NC(=O)[C@H]2O[C@@H](n3ccc(=O)[nH]c3=O)[C@H](O)[C@@H]2O)cc1C	-14%
Cc1cccc(OCCc2noc(C3CN(C4CCN(Cc5ccccc5)CC4)C3)n2)c1	20%
CC(C)[C@H](C(=O)Nc1ccc(C(=O)NO)cc1)c1ccccc1	?
CN1[C@@H](CCC(=O)NCc2cccs2)CNC(=O)[C@@H]2[C@H]1CCN2C1CCOCC1	46%[activator][176 µM]
O=C(NCc1ccc(F)cc1F)c1nnn2c1COC(c1ccc(Br)cc1)C2 (configuration not stated)	5%
CCN(CC)C(=O)N1CCCC(c2nc(-c3ccccc3)no2)CCNC(=O)CC1 (configuration not stated)	0%

Compound	12-LOX inh
CCOc1ccccc1NC(=O)Cn1c(C)cc2nc3n(c(=O)c21)CCCCC3	20%
Cn1cccc1C(=O)N1CCC(c2nn(C)c3c2COCC3)CC1	38%[activator]
Cc1ccc(C(=O)N2CCCCCCN(C)C(=O)[C@@H]3CCC[C@@H]32)cn1	38%[activator]
O=C(c1nccc2ccccc12)N1CCC2(CC1)CC(O)CCO2 (configuration not stated)	40%
O=C(NCc1ccccc1)N1CCN(C(=O)N2CC3CC(C2)[C@H]2CCCC(=O)N2C3)CC1 (some centres not stated)	34%[activator]
Cc1cc(C(=O)N[C@@H]2CN(Cc3ccccc3)C[C@H]2CN(C)C)nn1C	53%[activator]
Cc1[nH]c(=O)[nH]c(=O)c1CN1CCCC(CCc2ccc(F)cc2F)C1 (configuration not stated)	64%[activator]
CN1CCOC[C@H]2CCN(C(=O)c3ccoc3)C[C@H]21	87%[activator]

Compound	12-LOX inh
COc1cccc(COC2CN(CCc3ccccc3)C(=O)CN(C(=O)c3cc(C)nn3C)C2)c1 (configuration not stated)	4%
CC(=O)NC1(C)CCCN(c2ccc(Oc3ccccc3)cc2)C1 (configuration not stated)	?
O=C(CCC1CCN(S(=O)(=O)c2cccc(F)c2)CC1)NCc1ccncc1	14%
COCC(=O)N(C1CCOCC1)C1CCN(C(=O)Cc2ccc(OC)cc2)CC1	48%[activator]
O=C(c1ccc(Oc2ccccc2)cc1)N1CCOCC12CCN(Cc1ccccc1)CC2	?
O=C(N[C@@H]1CCOC[C@H]1OCCO)c1cc(-c2ccsc2)n[nH]1	0%
COc1ccc(C2=NCC(C)n3c2c2ccccc2[n+]3[O-])cc1 (configuration not stated)	-29%
O=c1n(-c2ccncc2)nc2n1CCN(Cc1ccc(C(F)(F)F)cc1)C2	6%

Compound	12-LOX inh
COCCN1CC[C@H]2N(Cc3nc4c(cnn4C)c(=O)[nH]3)CCC[C@]2(C(=O)O)C1	132%[activator]
CN(C)c1cccc(C(=O)NCC2CCN(c3cc(-c4ccc(F)cc4)[nH]n3)CC2)c1	72%[activator]
Cc1cc(C2CCCN2C(=O)c2cc(C)c(C)c(S(N)(=O)=O)c2)on1 (configuration not stated)	67%[activator]
Cc1cccc2nc(C(=O)N3CCC4(CCNCC4)CC3)cn12	-2%
C#CCN1CC(COCCCC)Oc2cccc(F)c2S1(=O)=O (configuration not stated)	?
COc1cccc(CCC(=O)Nc2ccc3c(c2)CCC(=O)N3C)c1	-18%
COc1cccc(C(=O)N2CCC(N(C(C)=O)C3CCOCC3)CC2)c1	58%[activator]
COc1ccc(N2CCN(c3nc(C(=O)NCc4ccc(F)cc4F)cs3)CC2)cc1	?

Compound	12-LOX inh
COCC(=O)NC1CCC12CCN(C(=O)C1(c3ccccc3)CC1)CC2 (configuration not stated)	21%
COc1ccc2c(c1)OC(C)CN(CCNC(=O)C1CCOC1)C2 (configuration not stated)	4%
COc1ccc(C(=O)C(=O)N2CCN(C(=O)c3ccccc3C(F)(F)F)CC2)cc1OC	0%
CC(=O)NC1CC2(CCN(C(=O)Cc3c(C)noc3C)CC2)Oc2ccccc21 (configuration not stated)	4%[6.33 µM]
O=C(NCCc1noc(-c2ccncc2)n1)c1n[nH]c2c1CCCCCC2	74%[activator]
Clc1cccc(N2CCN(C3CCCN(CCCc4ccccc4)C3)CC2)c1 (configuration not stated)	13%
CS(=O)(=O)N1CCOc2ccc(CCC(=O)NCC3CCCO3)cc2C1 (configuration not stated)	37%[activator]
CCc1nc2c(c(-c3ccc(OC)cc3)n1)CCN(Cc1cccnc1)CC2	8%[6.33 µM]

Compound	12-LOX inh
CC(C)c1nnc(C2CN(C(=O)c3cccs3)CC23CCOCC3)o1 (configuration not stated)	50%[activator]
OC1(c2csc(CN3CCOCC3)n2)CCN(Cc2ccc(F)cc2)CC1	11%[176 µM]
COc1ccc(NC(=O)c2nnn3c2COC(c2ccc(F)cc2)C3)cc1Cl (configuration not stated)	9%
COC[C@@H]1CN(Cc2ccc(OC)cc2OC)C[C@H]1C(=O)NC1CC1	58%[activator]
O=C(NCC1CCOCC1)C1c2ccccc2C(=O)N(C2CCCCC2)C12CCCCC2 (configuration not stated)	23%
Cn1cc([C@@H](NC(=O)c2ccccc2N2CCCC2)C2CC(O)C2)cn1 (some centres not stated)	68%[activator]
O=C(NC1CCCC1)N1CCC2(CC1)CC(N(Cc1ccc(F)cc1)C1CC1)CCO2 (configuration not stated)	17%
CC(C)(O)CCc1cccc(C(=O)NCc2ccccc2Cn2cccn2)c1	0%

Compound	12-LOX inh
CN1c2cc(C(=O)Nc3cccc(C#N)c3)ccc2C(=O)N2CCCCCC21 (configuration not stated)	-1%
Cc1ccc(OCCC2CCNC2)cc1 (configuration not stated)	79%[activator]
COC(=O)[C@@H]1Cc2c([nH]c3ccccc23)[C@H]2C[C@@H](NCCO)C[C@@H](c3cccc(OC)c3)N21	15%
CC1=NS(=O)(=O)N(C)C=C1C(=O)O	32%[activator]
COc1ccc(NC(=O)C2CCN(c3cc(C(F)(F)F)ncn3)CC2)cc1Cl	3%
Cc1cc(C(=O)N2C[C@@H]3CCCN4CCC[C@@H]([C@H]34)[C@H]2CCCC(=O)N2CCOCC2)nn1C	13%
CN1C(=O)C(CC(=O)N2CCCCC2)Sc2ncccc21 (configuration not stated)	2%
COc1ccc(CC(=O)N2[C@@H]3CC[C@H]2CC(NC(=O)c2ccncc2)C3)cc1OC (some centres not stated)	29%

Looked up one by one from above:
Compound	12-LOX inh
COc1ccc(NC(=O)C2CCN(c3cc(C(F)(F)F)ncn3)CC2)cc1Cl	3%
COC(=O)[C@@H]1Cc2c([nH]c3ccccc23)[C@H]2C[C@@H](NCCO)C[C@@H](c3cccc(OC)c3)N21	15%
CN1c2cc(C(=O)Nc3cccc(C#N)c3)ccc2C(=O)N2CCCCCC21 (configuration not stated)	-1%
Cc1cc(C(=O)N2C[C@@H]3CCCN4CCC[C@@H]([C@H]34)[C@H]2CCCC(=O)N2CCOCC2)nn1C	13%
CN1C(=O)C(CC(=O)N2CCCCC2)Sc2ncccc21 (configuration not stated)	2%

Carrying on:
Compound	12-LOX inh
COC[C@H]1CCCN1Cc1nc(C2(O)CCN(C(=O)CC(C)(C)C)CC2)cs1	46%[activator][176 µM]
CC(C)CN1C(=O)c2cccn2CC1C(=O)N1CCOCC1 (configuration not stated)	24%
O=C1NC2(Cc3ccccc31)CN([S+](=O)([O-])c1cccs1)C2	9%[6.33 µM]
COc1ccccc1C(=O)N1CCn2c(nn(-c3ccc(C(F)(F)F)cc3)c2=O)C1	0%[6.33 µM]
